# ASAP1 inh – blocks human ASAP1-stimulated Arf1 GTP hydrolysis; inhibition, % at 16.5 µM; 360,000 tested, 0.19% active; Q9ULH1; GDP FP detection; in the data active means inhibition above about 25%;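 further: 0% = vehicle with enzyme and substrate and 100% = no enzyme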
# proKLK7 act – proKLK7 (human) activation, primary screen; P49862; purified proKLK7, EDANS-DABCYL substrate fluorescence; 100% is mature enzyme control, 0% vehicle; activation, % at 7 µM; 370,000 tested, 0.9% active;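 active means activation above the mean of all tested compounds plus 3 SD, computed per campaign excluding outliers beyond control limits, cut at about 13% in these data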
# Target sequence (P49862 whole entry, looked up): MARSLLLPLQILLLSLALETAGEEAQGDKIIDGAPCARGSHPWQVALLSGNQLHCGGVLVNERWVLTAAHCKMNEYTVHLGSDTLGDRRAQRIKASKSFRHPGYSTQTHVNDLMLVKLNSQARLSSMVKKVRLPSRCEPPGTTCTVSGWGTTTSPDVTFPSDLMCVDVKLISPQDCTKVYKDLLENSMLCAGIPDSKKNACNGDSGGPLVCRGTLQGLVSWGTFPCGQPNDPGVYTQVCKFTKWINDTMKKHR
# Tn7 DDE FP – DD(E)-Tn7 binding inhibition, primary FP screen | P02675 | FP displacement of FITC-Tn7 peptide from fibrin DD(E); 0% = median of compound wells per plate | inhibition, % at 8.3 µM | 370,000 tested, 0.13% active;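 active means inhibition above the mean of compounds falling within the control limits plus 3 SD of them, cut at about 14% in these data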;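 further: 0% = plate median of compound wells and 100% = 10 µM Aha-Tn7 peptide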
#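 Assay system: Fibrin-DD(E) protein isolated from polymerized human fibrin clots; read-out basis: percent inhibition; medium: Tris/NaCl/CaCl2 buffer, pH 7.8; signal: FP measurement; incubation: 10 min plus 3 h, room temperature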
# DDE Tn6 FP inh – disrupts Tn6 cyclic peptide binding to fibrin D-Dimer-E complex. Fibrin DD(E) TRITC-Tn6 fluorescence polarization displacement. inhibition, % at 8.3 µM. 370,000 tested, 0.21% active. AID 720509;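 active means inhibition above a per-campaign cutoff: mean of compounds within control limits plus 3 SD, cut at about 15% in these data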;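 further: 0% = median of all compound wells on the plate and 100% = blocking peptide control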
# ARFGAP1 inhibitor – inhibitors of rat ARFGAP1 | Q62848 | Arfgap1-stimulated ARF1 GTP hydrolysis, GDP FP detection | inhibition, % at 16.5 µM | 360,000 tested, 0.26% active | AID 651572;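 active means inhibition above a per-plate limit, mean inhibition of low control wells plus 3 SD, cut at about 25% in these data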;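 further: 0% = DMSO wells with enzyme and 100% = wells lacking Arfgap1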
#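 System: truncated rat Arfgap1 GAP domain / Medium: HEPES-based buffer, pH 7.5 / Also added: N-terminally truncated human ARF1-GTP substrate / Incubation: enzyme reaction 120 min at 25 °C after 20 min preincubation / Measured by: FP of antibody-bound GDP Alexa 633 tracer, ex 620/em 688 nm / Replicates: singlicate, each compound tested once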
# ADAM17 inh – inhibitors of human ADAM17; P78536; recombinant ADAM17, EDANS/DABCYL FRET peptide cleavage; inhibition, % at 6.95 µM; 370,000 tested, 0.83% active; AID 720648;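 active means inhibition above the mean of compounds lying between control limits plus 3 SD, set per campaign, cut at about 8.5% in these data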;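 further: 0% = DMSO-only wells as the low control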
# PLCb3 inh – blocks human PLC-beta3 enzyme activity; Q01970; Purified PLC-beta3, fluorogenic substrate, fluorescence; inhibition, % at 12.2 µM; 370,000 tested, 0.18% active; AID 720704; in the data active means inhibition above about 11%;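 further: 0% = median of compound wells on plate and 100% = full blocker control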
# MBD2 DNA inh – blocks human MBD2 binding to methylated DNA. Q9UBB5. 370,000 tested, 0.31% active. TR-FRET, MBD2 binding to methylated oligonucleotide. inhibition, % at 4.4 µM; in the data active means inhibition above about 13%
# UHRF1 binding – UHRF1 methyl-DNA binding inhibition. Q96T88. UHRF1 binding to methylated oligo, TR-FRET. inhibition, % at 4.4 µM. 370,000 tested, 0.75% active. AID 687016; in the data active means inhibition above about 21%;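 further: UHRF1 SRA domain binding a hemimethylated CpG hairpin DNA probe; 0% = median of test compound wells and 100% = reference inhibitor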
# Target sequence (Q96T88 whole entry, looked up, the tested form may be a part): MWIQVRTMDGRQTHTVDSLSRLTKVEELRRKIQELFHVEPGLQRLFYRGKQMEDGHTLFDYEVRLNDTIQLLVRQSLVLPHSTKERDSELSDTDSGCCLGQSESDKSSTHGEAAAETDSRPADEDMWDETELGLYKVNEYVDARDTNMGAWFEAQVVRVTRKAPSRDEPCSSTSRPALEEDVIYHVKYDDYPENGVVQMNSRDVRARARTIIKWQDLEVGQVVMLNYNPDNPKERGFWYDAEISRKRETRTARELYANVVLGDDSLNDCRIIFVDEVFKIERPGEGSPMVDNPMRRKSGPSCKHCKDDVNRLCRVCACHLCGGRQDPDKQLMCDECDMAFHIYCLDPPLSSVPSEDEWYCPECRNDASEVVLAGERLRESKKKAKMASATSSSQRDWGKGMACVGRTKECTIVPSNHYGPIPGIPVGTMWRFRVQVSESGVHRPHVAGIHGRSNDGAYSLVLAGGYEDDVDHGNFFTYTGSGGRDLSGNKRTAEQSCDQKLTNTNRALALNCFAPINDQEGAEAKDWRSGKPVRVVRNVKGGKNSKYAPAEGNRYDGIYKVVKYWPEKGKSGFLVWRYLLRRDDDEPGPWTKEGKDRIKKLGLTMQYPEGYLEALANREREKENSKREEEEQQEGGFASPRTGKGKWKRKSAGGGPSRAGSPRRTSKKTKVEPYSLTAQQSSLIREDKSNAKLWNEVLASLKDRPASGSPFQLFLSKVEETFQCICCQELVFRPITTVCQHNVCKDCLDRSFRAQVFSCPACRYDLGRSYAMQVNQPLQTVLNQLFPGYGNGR
# PLC-gamma1 inh – blocks human PLC-gamma1 enzyme activity. P19174. purified PLC-gamma1, fluorogenic substrate, fluorescence. inhibition, % at 12.2 µM. 370,000 tested, 0.84% active. AID 720700; in the data active means inhibition above about 9.5%
# Starred values were filed as active, the others as inactive.
compound	ASAP1 inh	ADAM17 inh	UHRF1 binding	Tn7 DDE FP	proKLK7 act	DDE Tn6 FP inh	PLC-gamma1 inh	ARFGAP1 inhibitor	MBD2 DNA inh	PLCb3 inh
Cc1cc(C(=O)OCC(=O)NC(C)c2ccccc2)c(C)o1 (stereo unspecified)	8	-2	1	3	-0.2	3	-1	-8	1	3
CC(C)Cc1nc(N2CCN(C(=O)C(C)C)CC2)c(C#N)c2c1CCC2	-10	-21	-3	-5	-0.7	-3	-6	-17	1	-11
CCn1c(=O)c(CCC(=O)N2CCN(c3ccccn3)CC2)c(C)c2c(C)nn(-c3cccc(C)c3)c21	-1	-4	0	3	0.4	-6	-1	-15	-2	-2
CCCCCCSc1nc(O)c(C2OC(=O)c3c2ccc(OC)c3OC)c(=O)n1-c1ccccc1 (stereo unspecified)	4	-3	-1	1	0.0	3	1	-3	1	-5
O=C(CCCCCN1C(=O)c2ccccc2C1=O)Nc1ccc(C(=O)O)cc1	-5	-7	2	3	-0.5	-5	2	3	2	-1
O=C(CSc1ccccn1)Nc1ccc(Cl)c([N+](=O)[O-])c1	5	0	-1	1	-0.2	3	2	11	-5	-5
CSc1ccc(C#N)cc1NC(=O)c1cccc(Cl)c1	12	-2	-1	-11	0.7	2	2	3	1	3
COc1cc(C(=O)NCCSc2ccccc2)cc(OC)c1OC	6	-2	1	3	0.1	-6	2	14	-5	-9
Cc1ccc(NC(=O)CSCC(=O)Nc2ccccc2N2CCCCC2)cc1	17	4	1	3	0.0	-1	1	-2	-3	-1
CC(C)NC(=O)N(C)C[C@H]1Oc2c(NS(=O)(=O)c3ccc(F)cc3)cccc2C(=O)N([C@H](C)CO)C[C@@H]1C	4	0	0	-8	0.4	3	2	9	2	3
CC(C)CNC(=O)NC1(C(F)(F)F)Oc2ccccc2O1	-9	-2	1	2	-0.4	-2	1	-2	-1	-7
Cc1c(Cl)c([N+](=O)[O-])nn1CC(=O)Nc1c(C)n(C)n(-c2ccccc2)c1=O	-3	0	-1	-3	0.6	-2	7	8	-1	6
Cc1ccccc1CN1C(=O)Nc2ccccc2C(=O)N1C(C)(C)C	9	-1	-1	5	0.0	4	0	2	-3	3
Cc1cccc(C)c1NC(=O)C1(C)CCC(=O)N1C1CC1 (stereo unspecified)	0	-4	-1	-3	0.4	10	-1	-3	0	5
Cc1ccc(C)c(/C(O)=C2/C(=O)C(=O)N(CCN3CCOCC3)C2c2ccco2)c1 (stereo unspecified)	-11	3	6	-5	0.3	-4	0	-2	-3	2
Cc1nnc2n1NC(c1ccc(Cl)cc1)C(C(=O)N1CCC(C)CC1)S2 (stereo unspecified)	-5	6	5	-3	-0.6	3	7	1	0	9
COc1ccc(C(=O)Nc2cnc(NC(=O)c3cccs3)cc2C)cc1	-6	0	-3	-4	0.1	-5	-3	8	-4	-7
Cc1ccc(NC(=O)C2(NC(=O)c3ccccn3)CCCCC2)cc1Br	5	2	-2	-13	0.9	-2	-3	-1	3	-3
O=C(Nc1cccc(-c2nc3ccccc3s2)c1)C1=COCCO1	-7	3	-8	3	-0.5	-5	-2	12	-1	0
CCc1cccc(CC)c1NC(=S)Nc1ccc2cn[nH]c2c1	4	-15	0	-3	0.3	4	1	-1	0	-4
CCN(CC)S(=O)(=O)c1cc(NC(=O)CSc2nnc(N)s2)ccc1C	4	1	1	3	0.6	-10	-1	6	4	-4
O=C(Nc1cccc(Cl)c1Cl)c1cc(S(=O)(=O)NCCc2ccccc2)ccc1F	-2	1	2	-5	-0.4	-2	1	2	0	2
Cc1cccc(-c2nsc(SCC(=O)NCc3ccco3)n2)c1	-20	0	-1	-1	-0.5	1	-3	-8	5	2
Cc1cccc(NC(=O)c2cc(S(=O)(=O)N(C)c3ccc(F)cc3)ccc2Cl)n1	-7	1	-1	-2	0.6	-8	4	-6	-1	-2
C=CCn1c(N)cc(=O)nc1SCC(=O)Nc1ccc2ccccc2c1	-1	-13	0	2	-0.2	-3	-5	-2	-2	-7
Cc1ccc(CNc2ncc(-c3ccc4c(c3)OCO4)n2C)cc1	10	0	-2	-1	-0.4	9	-3	-7	-2	2
O=C(COC(=O)CCc1nc2ccccc2s1)Nc1nc(-c2ccccc2)cs1	-16	-1	2	-5	-0.2	-2	2	10	2	0
COc1ccccc1C(=O)N1CCN(CCc2ccccc2)CC1	0	-3	-1	2	0.5	3	1	-1	3	4
CN1CCN(NC(=O)c2cn(-c3ccccc3)nc2-c2cccc(Br)c2)CC1	0	1	0	-7	-0.1	1	5	1	-1	2
CCN(CC(=O)Nc1ccc(NC(C)=O)cc1)C(=O)CCCc1c[nH]c2ccccc12	4	1	-2	-10	0.1	-5	4	4	-1	2
O=S(=O)(c1ccc(NCCOCCO)nc1)N1CCCCC1	5	-4	-2	-4	-0.7	5	5	6	4	-6
COc1ccccc1NC(=O)CN(C)S(=O)(=O)c1ccc2c(c1)CCC(=O)N2	0	-4	1	-3	0.0	-7	2	6	6	6
CCOC(=O)C1=CCN(S(=O)(=O)c2ccc(F)cc2)C1c1ccc(C)cc1 (stereo unspecified)	-3	4	-1	-9	0.4	4	2	3	3	1
O=C(c1ccc(S(=O)(=O)Nc2ccccc2F)cc1)N1CCC1	5	1	-1	3	-0.2	-6	2	1	4	1
O=C(Nc1ccc(F)cc1)NC1CCN(Cc2nnnn2Cc2ccco2)CC1	-1	-4	19	6	-0.2	-1	-10	14	9	-10
COc1ccc(Cc2nc3ccc(C(=O)NCC(C)(C)OC)cc3o2)cc1	3	-5	2	-1	-1.5	-4	-6	6	7	-3
O=C(CN1C(=O)c2ccccc2C1=O)N1CCN(c2ccccc2)CC1	2	-1	5	7	0.1	-8	-3	19	3	1
O=C(NN=Cc1c(O)ccc2ccccc12)c1ccncc1	5	1	-6	-43	-17	-6	-143	15	-3	-173
CC1(C(=O)N/N=C/c2cc3c(cc2Br)OCO3)CC1(Br)Br (stereo unspecified)	-8	-4	0	8	-0.3	5	-1	-18	-3	-5
O=S(=O)(NCCc1ccncc1)c1ccc(F)cc1	-10	-1	0	-7	0.7	12	1	9	1	-3
O=C(c1cc(F)c(F)cc1Cl)N1CCCc2ccccc21	-6	-3	0	8	0.8	-1	-1	3	1	-5
O=C(C1COc2ccccc2O1)N1CCOCC1 (stereo unspecified)	-6	3	3	-3	-0.2	3	8	-1	14*	7
CCNC(=O)C1CCCN(C(=O)c2cc(OC)c(OC)c(OC)c2)CC1 (stereo unspecified)	5	-5	-1	3	0.5	6	3	6	2	-2
Cc1ccc(O)c(NC(=O)c2cc(-c3ccccc3)on2)c1	-6	0	-2	9	0.2	10	1	-2	2	-9
CC(C)C(Nc1ccc(C(F)(F)F)cc1[N+](=O)[O-])C(=O)O (stereo unspecified)	-14	3	-2	1	0.5	3	4	-9	-11	1
OCC(O)CN(c1ccccc1)c1ccccc1 (stereo unspecified)	7	-2	3	2	0.0	-2	3	13	-4	-1
CC1CCCCC1NC(=O)c1cc(S(=O)(=O)N2CCCCC2)ccc1N1CCOCC1 (stereo unspecified)	9	-2	0	-8	-0.3	6	-4	-6	-1	-5
COc1ccc(C2CC(c3ccc(Cl)cc3)n3nc(N)nc3N2)cc1 (stereo unspecified)	-11	-48	-1	-1	-2.1	4	-75	-3	-3	-90
Cc1ccc(OCC(=O)Nc2ccc3oc(=O)ccc3c2)cc1C	0	-6	-1	2	0.4	5	-5	10	1	-11
Cc1ccc(C(=O)c2cn(-c3ccc(F)c(Cl)c3)nn2)cc1	-3	0	0	-9	0.4	-5	5	2	-2	4

# (cont.)
compound	ASAP1 inh	ADAM17 inh	UHRF1 binding	Tn7 DDE FP	proKLK7 act	DDE Tn6 FP inh	PLC-gamma1 inh	ARFGAP1 inhibitor	MBD2 DNA inh	PLCb3 inh
CCCSc1cc(=O)n(-c2ccc(F)cc2)nc1C(=O)OCC	-12	-1	-1	1	-0.2	3	-1	-1	-2	2
NC(=O)Nc1ccc(C(=O)OCC(=O)Nc2cccc(S(=O)(=O)NC3=NCCC3)c2)cc1	5	-2	-3	1	0.4	5	0	1	-2	-3
CC(=O)Nc1ccc(NC(=O)c2nc(S(=O)(=O)Cc3ccccc3)ncc2Cl)cc1	7	0	-1	-3	0.7	-6	4	4	-3	-3
O=C(Nc1ccc(Cl)cc1)N(CCCN1CCOCC1)Cc1cccs1	-5	-1	-2	-1	-0.2	2	6	0	-2	6
CCOC(=O)C(=CNc1ccc(Oc2cncc(Cl)c2)nc1)C(=O)OCC	11	5	16	-5	0.8	12	4	11	-4	-4
Cc1cc(Cl)ccc1OCc1nnc2n1CCCCC2	5	-2	0	0	0.1	-3	0	11	2	-6
O=C1CC(c2cccc(Br)c2)C2=C(CCCC2=O)N1 (stereo unspecified)	0	-24	10	4	0.9	-1	-16	1	3	-20
CCOc1ccc(C(=O)NC(=S)Nc2ccccn2)cc1[N+](=O)[O-]	2	-4	3	1	-0.3	9	3	10	1	7
O=C(CCc1ccccc1)NC(=S)Nc1ccc2c(c1)C(=O)OC2	-1	-2	1	-3	0.3	-2	-1	0	-2	0
CCN1CCN(c2ccc(NC(=O)c3ccc4c(c3)[nH]c(=O)n4Cc3ccc(F)cc3)cc2)CC1	-5	-3	3	-3	-2.2	2	-3	9	2	-2
COc1ccc(C)cc1S(=O)(=O)N(C)CC(=O)NC1CC1	4	-1	-2	-7	0.5	2	0	-1	0	2
COc1ccc(CN2C(=O)C(C)Oc3ccccc32)cc1 (stereo unspecified)	-9	0	-3	0	1.0	6	1	-5	-1	-6
COc1ccccc1NC(=O)c1ccc(-c2ccc(Br)cc2)o1	13	-6	3	5	-0.5	-11	-12	6	4	-16
CCCCCCC1/C(=N/O)CCC1C(=O)OC (stereo unspecified)	-9	-1	1	-3	0.7	-1	-3	-6	-6	-1
O=C1CCC/C(=N/Nc2ccc(Cl)cc2)C1	0	-4	-2	5	-0.1	6	-7	5	3	-15
Cc1ccc(S(=O)(=O)N2CCCCC2)cc1NC(=O)c1ccc2c(c1)OCO2	5	-1	0	-5	0.0	1	4	11	-3	3

# Ordered by number of heavy atoms (low to high): part of the list above.
compound	ASAP1 inh	ADAM17 inh	UHRF1 binding	Tn7 DDE FP	proKLK7 act	DDE Tn6 FP inh	PLC-gamma1 inh	ARFGAP1 inhibitor	MBD2 DNA inh	PLCb3 inh
O=C1CCC/C(=N/Nc2ccc(Cl)cc2)C1	0	-4	-2	5	-0.1	6	-7	5	3	-15
COc1ccccc1NC(=O)c1ccc(-c2ccc(Br)cc2)o1	13	-6	3	5	-0.5	-11	-12	6	4	-16
CCOc1ccc(C(=O)NC(=S)Nc2ccccn2)cc1[N+](=O)[O-]	2	-4	3	1	-0.3	9	3	10	1	7
O=C(Nc1ccc(Cl)cc1)N(CCCN1CCOCC1)Cc1cccs1	-5	-1	-2	-1	-0.2	2	6	0	-2	6
NC(=O)Nc1ccc(C(=O)OCC(=O)Nc2cccc(S(=O)(=O)NC3=NCCC3)c2)cc1	5	-2	-3	1	0.4	5	0	1	-2	-3
